Bioassay records from PubChem.
Growth percent in the NCI-60 one-dose screen (48 h, 10 µM unless noted): 100 = growth as untreated, 0 = no growth, -100 = all killed.
MDA-MB-468 = MDA-MB-468 breast cancer | 78,000 tested, 8.5% active
LOX IMVI = LOX IMVI melanoma; 79,000 tested, 7.4% active
MCF7 = MCF7 breast cancer. 82,000 tested, 6.3% active
HS 578T = HS 578T breast cancer | 78,000 tested, 4.1% active | AID 1794788
K-562 = K-562 leukemia. 78,000 tested, 7.4% active. AID 1794777
T-47D = T-47D breast cancer | 79,000 tested, 5% active | AID 1794792
BT-549 = BT-549 breast cancer | 78,000 tested, 4.4% active
MDA-MB-231 = MDA-MB-231 breast cancer | AID 1794789 | 81,000 tested, 5% active
Starred values were filed as active, the others as inactive; [ ] = remark or other dose. Rule for the calls: active = growth percent below 10; inactive = the rest. Not all compounds are listed, so the mix of outcomes need not match the whole.

The opening two records, ahead of the listing:
Screening CCC1(C2=NCCN2)Cc2ccccc2O1 (configuration not stated) returned MDA-MB-468 111.3, LOX IMVI 96.9, MCF7 123.9, HS 578T 102.8, T-47D 99.9, BT-549 111.5 and MDA-MB-231 101.5.
For C#COc1cccc(Nc2ncnc3cc(NC(=O)CF)ccc23)c1 the results were MDA-MB-468 80.2[6.25 µM], LOX IMVI 36.8[6.25 µM], MCF7 30.6[6.25 µM], HS 578T 44.2[6.25 µM], K-562 7.0*[6.25 µM], T-47D 40.9[6.25 µM], BT-549 28.0[6.25 µM] and MDA-MB-231 50.9[6.25 µM].

The listing, from the start:
Screening CCC1(C2=NCCN2)Cc2ccccc2O1 (configuration not stated) returned MDA-MB-468 111.3, LOX IMVI 96.9, MCF7 123.9, HS 578T 102.8, T-47D 99.9, BT-549 111.5 and MDA-MB-231 101.5.
For C#COc1cccc(Nc2ncnc3cc(NC(=O)CF)ccc23)c1 the results were MDA-MB-468 80.2[6.25 µM], LOX IMVI 36.8[6.25 µM], MCF7 30.6[6.25 µM], HS 578T 44.2[6.25 µM], K-562 7.0*[6.25 µM], T-47D 40.9[6.25 µM], BT-549 28.0[6.25 µM] and MDA-MB-231 50.9[6.25 µM].
Screening CC(=O)Cc1ccc2c(c1)OCO2 returned MDA-MB-468 103.1, LOX IMVI 100.2, MCF7 114.7, HS 578T 111.2, K-562 115.8, T-47D 103.1, BT-549 106.3 and MDA-MB-231 89.1.
Screening COc1cc(/C=C/[N+](=O)[O-])cc(OC)c1OC returned LOX IMVI -71.7*, MCF7 6.5*, HS 578T 8.4*, K-562 5.2*, T-47D 13.1, BT-549 40.6 and MDA-MB-231 34.0.
For CCN(CC)P(=O)(N1CC1C)N1CC1C (configuration not stated) the results were MDA-MB-468 109.7, LOX IMVI 94.8, MCF7 102.2, HS 578T 104.7, K-562 104.6, T-47D 99.7, BT-549 101.6 and MDA-MB-231 112.8.
For Cc1cccc(CCN)c1 the results were MDA-MB-468 91.3, LOX IMVI 96.1, MCF7 95.8, HS 578T 94.4, K-562 101.3, T-47D 98.4, BT-549 100.5 and MDA-MB-231 85.4.
Screening C[C@]12C/C(=C/Sc3ccc(Cl)cc3)C(=O)C[C@@H]1CC[C@@H]1[C@@H]2CC[C@@]2(C)[C@H]1CC[C@]2(C)O returned MDA-MB-468 27.6, LOX IMVI 44.5, MCF7 37.6, HS 578T 103.5, K-562 48.1, T-47D 40.8, BT-549 51.1 and MDA-MB-231 71.7.
For CC12CCC(=O)C=C1CCC1C2=CCC2(C)C(O)CCC12 (configuration not stated) the results were MDA-MB-468 94.9, LOX IMVI 88.8, MCF7 123.0, HS 578T 47.5, K-562 136.2, T-47D 133.5, BT-549 93.1 and MDA-MB-231 99.5.
`CCC(=O)c1ccc(Cl)cc1` gave MDA-MB-468 111.3, LOX IMVI 105.9, MCF7 96.3, HS 578T 118.9, K-562 97.8, T-47D 96.4 and MDA-MB-231 108.6.
CC1=CC23C(COC(=O)C24CO4)C(C(=O)O)=CC3C1C (configuration not stated) (tested in a mixture with another compound) was read as LOX IMVI 94.4, MCF7 93.7, HS 578T 85.5, K-562 98.1, T-47D 130.0, BT-549 92.8 and MDA-MB-231 107.4.
`CC(C)NC(Cc1ccccc1)c1ccccc1` (configuration not stated) gave MDA-MB-468 108.9, LOX IMVI 98.7, MCF7 95.3, HS 578T 104.6, K-562 97.7, T-47D 87.0, BT-549 103.7 and MDA-MB-231 110.6.
`CCC(=O)C1(c2cccc(OC)c2)CCN(C)CC1` gave MDA-MB-468 104.7, LOX IMVI 105.0, MCF7 95.2, HS 578T 101.8, K-562 100.7, T-47D 100.8, BT-549 116.4 and MDA-MB-231 103.3.
Cc1ccc2oc(=O)c3c(c2c1)OC(/N=C/c1ccccc1)=C(C#N)C3c1ccc([N+](=O)[O-])cc1 (configuration not stated) was read as MDA-MB-468 114.6, LOX IMVI 97.3, MCF7 80.5, HS 578T 93.5, T-47D 90.5, BT-549 96.8 and MDA-MB-231 81.2.
COc1cc2nc(Sc3sc(N)nc3C)n(-c3ccccc3)c(=O)c2cc1OC was read as MDA-MB-468 106.2, LOX IMVI 99.5, MCF7 78.3, HS 578T 99.5, K-562 95.1, T-47D 96.0, BT-549 108.7 and MDA-MB-231 95.4.
CC[C@H](C)[C@H](NC(=O)Nc1ccccc1)C(=O)N(C)[C@H](C[C@@H](OC(C)=O)c1nc(C(=O)N[C@@H](Cc2ccccc2)C[C@H](C)C(=O)OC)cs1)C(C)C was read as MDA-MB-468 -1.4*, LOX IMVI 23.9, MCF7 12.4, HS 578T 5.1*, K-562 15.7, T-47D 61.6, BT-549 2.6* and MDA-MB-231 -4.3*.
C[C@@H]1C[C@@H]([C@H](O)CC2CC(=O)NC(=O)C2)C(=O)[C@@H](C)C1 was read as MDA-MB-468 9.5*, LOX IMVI -10.7*, MCF7 9.9*, HS 578T 7.5*, T-47D 1.1*, BT-549 3.0* and MDA-MB-231 0.4*.
`CCCCCN(C)CCC(O)(P(=O)(O)O)P(=O)(O)O` gave MDA-MB-468 110.5, LOX IMVI 100.7, MCF7 99.2, HS 578T 98.6, T-47D 95.7, BT-549 108.5 and MDA-MB-231 103.4.
O=[N+]([O-])c1ccc(CI)cc1 was read as MDA-MB-468 75.6, MCF7 21.7, HS 578T 111.2, K-562 12.3, T-47D 73.3, BT-549 98.6 and MDA-MB-231 102.5.
Screening O=[N+]([O-])c1no[n+]([O-])c1-c1ccncc1 returned MDA-MB-468 95.3, LOX IMVI 99.0, MCF7 91.4, HS 578T 98.3, K-562 105.7, T-47D 104.4, BT-549 109.9 and MDA-MB-231 99.2.
For O=P1(c2ccccc2)Nc2ccccc2N1c1ccccc1 (configuration not stated) the results were MDA-MB-468 91.7, LOX IMVI 100.7, MCF7 98.2, HS 578T 109.3, K-562 82.4, T-47D 99.3, BT-549 91.7 and MDA-MB-231 83.9.

A draw from above in order of molar mass, largest number first:
CC[C@H](C)[C@H](NC(=O)Nc1ccccc1)C(=O)N(C)[C@H](C[C@@H](OC(C)=O)c1nc(C(=O)N[C@@H](Cc2ccccc2)C[C@H](C)C(=O)OC)cs1)C(C)C was read as MDA-MB-468 -1.4*, LOX IMVI 23.9, MCF7 12.4, HS 578T 5.1*, K-562 15.7, T-47D 61.6, BT-549 2.6* and MDA-MB-231 -4.3*.
Cc1ccc2oc(=O)c3c(c2c1)OC(/N=C/c1ccccc1)=C(C#N)C3c1ccc([N+](=O)[O-])cc1 (configuration not stated) was read as MDA-MB-468 114.6, LOX IMVI 97.3, MCF7 80.5, HS 578T 93.5, T-47D 90.5, BT-549 96.8 and MDA-MB-231 81.2.
`CCCCCN(C)CCC(O)(P(=O)(O)O)P(=O)(O)O` gave MDA-MB-468 110.5, LOX IMVI 100.7, MCF7 99.2, HS 578T 98.6, T-47D 95.7, BT-549 108.5 and MDA-MB-231 103.4.
For O=P1(c2ccccc2)Nc2ccccc2N1c1ccccc1 (configuration not stated) the results were MDA-MB-468 91.7, LOX IMVI 100.7, MCF7 98.2, HS 578T 109.3, K-562 82.4, T-47D 99.3, BT-549 91.7 and MDA-MB-231 83.9.
C[C@@H]1C[C@@H]([C@H](O)CC2CC(=O)NC(=O)C2)C(=O)[C@@H](C)C1 was read as MDA-MB-468 9.5*, LOX IMVI -10.7*, MCF7 9.9*, HS 578T 7.5*, T-47D 1.1*, BT-549 3.0* and MDA-MB-231 0.4*.
O=[N+]([O-])c1ccc(CI)cc1 was read as MDA-MB-468 75.6, MCF7 21.7, HS 578T 111.2, K-562 12.3, T-47D 73.3, BT-549 98.6 and MDA-MB-231 102.5.
Screening O=[N+]([O-])c1no[n+]([O-])c1-c1ccncc1 returned MDA-MB-468 95.3, LOX IMVI 99.0, MCF7 91.4, HS 578T 98.3, K-562 105.7, T-47D 104.4, BT-549 109.9 and MDA-MB-231 99.2.
